D3 ag = qHTS of D3 Dopamine Receptor Agonist: qHTS. D3R DiscoveRx beta-arrestin cells, luminescence, 90 min. max activation, %. actives 0.58% (n = 410,000); in the data active = max activation above about 30%; also: 0% is about no effect; mostly tested at two doses, the higher about 12 µM
Target sequence (P35462 whole entry, looked up): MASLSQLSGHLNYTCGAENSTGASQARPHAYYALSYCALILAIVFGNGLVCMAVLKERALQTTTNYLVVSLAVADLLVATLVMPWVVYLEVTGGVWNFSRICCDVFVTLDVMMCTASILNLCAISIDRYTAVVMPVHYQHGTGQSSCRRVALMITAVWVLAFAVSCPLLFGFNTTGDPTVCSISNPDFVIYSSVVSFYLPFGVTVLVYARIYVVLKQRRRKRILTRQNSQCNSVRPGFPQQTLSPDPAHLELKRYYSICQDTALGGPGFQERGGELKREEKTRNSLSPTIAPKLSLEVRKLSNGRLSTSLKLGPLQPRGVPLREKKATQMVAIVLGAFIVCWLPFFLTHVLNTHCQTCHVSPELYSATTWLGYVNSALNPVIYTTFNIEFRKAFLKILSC
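Agonist mode: compounds and dopamine controls were applied to plated cells for 90 min at 37 degrees C after an overnight attachment at 1500 cells/well. Luminescent read-out followed 30 - 60 minutes at room temperature with DiscoveRx detection reagent.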
KB-3-1 tox = qHTS assay for MDR1-selective chemotherapeutics: Primary screen using the parental adenocarcinoma cell KB-3-1; KB-3-1 viability, CellTiter-Glo ATP luminescence, 72 h; Potency, µM (doses to about 46.1 µM), for inactives: at the top dose activity change, negative = cytotoxic, actives largely listed as cytotoxic; actives 1.4% (n = 400,000); also: potency is read from the fitted curve at half-maximal effect; % is scaled to controls: 0 for no effect and ±100 for the full control effect; nearly all actives have a fitted effect of over 60% in size
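KB-3-1 cells, DMEM (no phenol red) + 10% FBS; compound by pin transfer, 72 h, 37 °C. Readout: CellTiter-Glo luminescence after 10 min. Data normalized, curve-fitted.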
HEK293 tox = qHTS of GLP-1 Receptor Inverse Agonists: Cytotox Screen. HEK293 cAMP-luciferase reporter cells, luminescence, 24 h. Potency, µM (doses to about 38.3 µM), for the others: at the highest dose activity change, negative = inhibition, most hits filed as inhibitors. actives 0.13% (n = 410,000). AID 624418, 2012;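 also: loss of luciferase light is scored as toxicity; potency is read from the fitted curve at half-maximal effect; % is scaled to controls: 0 for no effect and ±100 for the full control effect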
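MLSMR compounds, 24 hr on cells at 37 deg C/5% CO2; luminescence after luciferase reagent (12 min RT). Inhibition counted as the undesired cytotoxic outcome.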
KB-V1 MDR tox = qHTS assay for MDR1-selective chemotherapeutics: Primary screen using the drug-selected MDR subline cells KB-V1; actives 3.4% (n = 400,000); KB-V1 MDR cells viability, CellTiter-Glo, 72 h; Potency, µM (titrated, usually from 46.1 µM), for the others: at the highest dose activity change, negative = cytotoxicity, most hits filed as cytotoxic; also: potency is read from the fitted curve at half-maximal effect; % is scaled to controls: 0 for no effect and ±100 for the full control effect; nearly all actives have a fitted effect of over 60% in size
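Cytotoxicity via CellTiter-Glo luminescence after 72 h compound exposure at 37 degrees C. Cells: drug-selected KB-V1 line, DMEM phenol-red free plus 10% FBS. Compounds tested at multiple concentrations; normalized data fitted to concentration-effect curves.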
MCF10A rerep = A quantitative high throughput screen for small molecules that induce DNA re-replication in MCF 10a normal breast cells | MCF 10A DNA re-replication, Hoechst nuclear intensity, 48 h | Potency, µM (doses to about 46.1 µM), for inactives: top-dose activity, positive = re-replication, usual class: activators | AID 624296, 2012 | actives 2.9% (n = 350,000); also: potency is read from the fitted curve at half-maximal effect; % of control where 0% means no effect; nearly all actives have a fitted effect of over 50% in size
HT1080 IDH1KD tx = qHTS for induction of synthetic lethality in tumor cells producing 2HG: qHTS for the HT-1080-IDH1KD cell line; AID 686971, 2013; HT-1080 IDH1 knockdown viability, ATP luminescence, 48 h; actives 2% (n = 360,000); Potency, µM (top dose mostly 46.1 µM), for the others: at the highest dose activity, negative = toxicity, hits mostly cytotoxic;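 also: potency is read from the fitted curve at half-maximal effect; 0% = DMSO wells and -100% = cell-free medium wells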
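Cytotoxicity counter-line: IDH1KD HT-1080, 48 h, CellTiter-Glo. Curves classed by r2, magnitude and activity.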
SW480 rereplic = A quantitative high throughput screen for small molecules that induce DNA re-replication in SW480 colon adenocarcinoma cells. actives 1.8% (n = 340,000). SW480 DNA re-replication, Hoechst DNA content imaging, 48 h. Potency, µM (titrated, usually from 46.1 µM), without a hit: at the highest dose re-replication activation, hits mostly activators; also: potency is read from the fitted curve at half-maximal effect; % of control where 0% means no effect; nearly all actives have a fitted effect of over 55% in size
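Cells (250 per well) received 23 nL compound or DMSO by pin tool and were kept 48 hr at 37 C, 5% CO2. Nuclei were then stained with Hoechst for 40 min and scanned for DNA content.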
HT1080-NT tox = qHTS for induction of synthetic lethality in tumor cells producing 2HG: qHTS for the HT-1080-NT fibrosarcoma cell line. Potency, µM (highest dose often 46.1 µM), without a hit: top-dose activity, negative = less viability, most hits filed as cytotoxic. actives 1.6% (n = 360,000). HT-1080-NT fibrosarcoma viability, CellTiter-Glo ATP luminescence, 48 h. AID 686970, 2013;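 also: NT is the 2HG producing partner of a matched IDH1 knockdown line; potency is read from the fitted curve at half-maximal effect; 0% = DMSO-treated cells and -100% = media-only wells without cells; nearly all actives have a fitted effect of over 55% in size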
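HT-1080-NT fibrosarcoma cells (2HG-overproducing), 750 cells/well in RPMI with 5% FBS, dosed after 2 h and incubated 48 h at 37C. CellTiter-Glo luminescence normalized to DMSO and no-cell wells; concentration-response curves fitted and classed.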
IL-1B inflam inh = qHTS for Inhibitors of Inflammasome Signaling: IL-1-beta AlphaLISA Primary Screen. THP-1 LPS/ATP IL-1B secretion, AlphaLISA, 16 h; hits give low values. actives 4.7% (n = 360,000). activity change, % at 57.5 µM. AID 743279, 2014; in the data active = activity change below about -50%; inconclusive = mostly about -30% to -49%; also: % is scaled to controls: 0 for no effect and ±100 for the full control effect
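Secreted IL-1B measured by AlphaLISA bead assay after 16 h compound exposure of THP-1 cells; compounds (final up to 57.5 uM) added 1 h before LPS (250 ng/mL) and ATP (1.25 mM) stimulation; lower signal means less secretion.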
Numbers without * were called inactive; ? = inconclusive; nt = no result given; [ ] = remark or other dose. Unless noted, calls follow the shape of the dose curve; as a rule, active = well fitted curve in the direction sought with a large enough effect; inconclusive = small, poorly fitted or top-dose-only effect, or another doubt; inactive = no such curve, though single readings can be large; an effect the other way counts as inactive or inconclusive.

SMILES	D3 ag	KB-3-1 tox	HEK293 tox	KB-V1 MDR tox	MCF10A rerep	HT1080 IDH1KD tx	SW480 rereplic	HT1080-NT tox	IL-1B inflam inh
Cc1ccc(O)c(N=Nc2nccs2)c1	-7	-20%	?	-16%	4%	?	10%	?	216
COc1ccc(NC(=O)c2ccc(-c3nn(C)c(=O)c4ccccc34)cc2)cc1	0	-5%	-2%[7.66 µM]	-27%	0%	-17%	-7%	0%	0
CCCN(CCC)c1ncnc2c1cnn2-c1ccc(OC)cc1	34*	9%	-3%	-26%	28%	8%	26%	4%	-65*
Cc1c(Cl)c([N+](=O)[O-])nn1CCCC(=O)Nc1cc(Cl)ccc1Cl	3	?	-10%	?	0%	-5%	?	-1%	-18
O=C(c1cnn(C(=O)c2ccco2)c1)c1cc(F)ccc1O	0	-11%	-5%	-6%	-3%	0%	6%	-4%	-11
CCn1c(CNc2ccccc2Cl)nnc1SCC(=O)OC1CCCCC1	2	2%	?	6%	15%	0%	-5%	0%	?
COC(=O)/C=C/c1ccccc1CN1[C@@H](CC(=O)OC)c2ccccc2S1(=O)=O	-20	-1%	10%	-2%	7%	16%	-5%	9%	15
Cc1ccccc1NC(=O)c1ccccc1NC(=O)Cc1cccc2ccccc12	1	3%	1%	-9%	?	-12%	-5%	-2%	-5
CC(C)NS(=O)(=O)c1ccc(NC(=O)Cc2ccsc2)cc1	-2	0%	5%	-12%	-1%	-18%	-27%	-3%	7
CCOc1ccc(-n2nc3ccc(NC(=O)Cc4ccccc4)cc3n2)cc1	-10	-1%	?	?	nt	nt	nt	nt	nt
Cc1cc(CNC(=O)c2ccc3c(c2)OCO3)c2ccccc2n1	7	?	?	?	21%	?	?	?	104
COc1ccc(C(=O)Nc2ccc(Nc3ccccc3)cc2)cc1[N+](=O)[O-]	-3	-7%	?	0%	-1%	-17%	12%	-26%	-16
Cc1nc(CSc2n[nH]c(=O)n2-c2cccc(F)c2)cs1	5	-4%	-3%	9%	1%	10%	-5%	5%	16
O=C(Nc1ccc(F)cc1)c1cc(S(=O)(=O)N2CCCCC2)ccc1F	5	0%	-3%	-14%	0%	-8%	?	-13%	-10
C=CCn1cc(C(=O)NCC2CCCO2)c(=O)c2cc(S(=O)(=O)N3CCCCCC3)ccc21 (stereo not given)	2	-2%	-11%	?	0%	-7%	0%	-7%	?
CCC1CCCCN1CCCNC(=O)Cn1nc(-c2ccccc2)ccc1=O (stereo not given)	-12	-4%	-12%	7%	?	-3%[9.24 µM]	?	-16%	2
N#Cc1c(N)c(C(=O)c2ccc(Cl)cc2)n2c1CCC2	6	16%	2%	-26%	-21%	-8%	3%	-2%	-20
CC(C)[C@H](NC(=O)c1ccc(Cl)c([N+](=O)[O-])c1)C(=O)NCc1ccc(Cl)cc1Cl	-6	10%	-4%	-20%	?	-11%	-3%	0%	-27
COC(=O)c1sc2nc(SCc3ccccc3C)n(N)c(=O)c2c1C	3	-1%	6%	-3%	1%	22%	-7%	17%	5
COc1ccc(CNC(=O)c2cc3cccc(OC)c3oc2=N)cc1	1	?	2%	12%	3%	-2%	-1%	-1%	0
CC(=O)Nc1ccc(S(=O)(=O)Nc2ccc(-c3ccc4nnc(C)n4n3)cc2)cc1	5	?	-10%	5%	-1%	16%	-10%	14%	-2
Cc1ccc(NC(=O)NNC(=O)c2sccc2-n2cccc2)cc1	3	0%	-4%	-5%	1%	-10%	2%	8%	-15
FC(F)Oc1ccc(NC(=S)NCc2nc3ccccc3[nH]2)cc1	-4	-1%	4%	3%	3%	-19%	7%	5%	14
O=C(COC(=O)C12CC3CC(CC(O)(C3)C1)C2)NC12CC3CC(CC(C3)C1)C2	0	0%	11%[7.66 µM]	31%	21%	4%	-4%	7%	-8
O=S(=O)(NC1CC1)c1ccc(S(=O)(=O)N2CCN3CCCC3C2)cc1 (stereo not given)	-22	4%	10%	5%	-8%	9%	0%	-1%	9

Next section:
SMILES	D3 ag	KB-3-1 tox	HEK293 tox	KB-V1 MDR tox	MCF10A rerep	HT1080 IDH1KD tx	SW480 rereplic	HT1080-NT tox	IL-1B inflam inh
CCC(Oc1ccccc1)C(=O)O/N=C(\N)c1ccc(OC)c(OC)c1 (stereo not given)	4	-1%	11%	1%	6%	6%	-12%	7%	14
COc1ccc(NC(=O)NCc2cccnc2)cc1OC	21	9%	-4%	19%	6%	2%	-4%	11%	28
COc1ccc(N2CCN(c3ccc(NC(=O)/C=C\C(=O)O)cc3)CC2)cc1	-7	3%	-7%	19%	0%	0%	1%	-1%	-5
CC(=O)c1ccc(OCC(=O)Nc2ccc3c(c2)OCO3)cc1	-3	3%	-4%	5%	nt	-21%	nt	-24%	?
Cc1ccc(CN2C(=NC(=O)CCC(=O)O)SC3CS(=O)(=O)CC32)cc1 (stereo not given)	-2	-2%	-7%	20%	24%	6%	2%	4%	4
O=C(/C=C/c1cccc([N+](=O)[O-])c1)Nc1ccccc1N1CCOCC1	-5	22%	5%	?	11%	-4%	-8%	-9%	-12
O=C(c1ccccc1Cl)N1CCN(S(=O)(=O)N2CCCCC2)CC1	-7	6%	-3%	-21%	-2%	14%	-10%	11%	-3
CC(C)CNC(=O)C1=CC(c2ccc3c(c2)OCO3)=NS(=O)(=O)N1C	0	-14%	-3%	3%	nt	nt	nt	nt	nt
COc1cnc(-c2ccccn2)nc1Sc1ccc(Cl)cc1	-2	?	?	?	15µM*	-2%	21µM*	4%	33
O=C(Nc1cnn(Cc2ccc(Cl)cc2)c1)c1cnccn1	-10	0%	7%	-18%	-2%	-13%	5%	-6%[9.24 µM]	195
Cc1ccc2c(c1)c1nc3ccccc3nc1n2C	-3	6%	42%[activator]	1%	19%	-2%	-6%	-4%	-6
C=CCn1c(C(C)NC(=O)CC)nc2ccccc21 (stereo not given)	-10	1%	3%	1%	17%	16%	-11%	13%	-9
Cc1nc2c(=O)[nH]c(=S)n(C)c2nc1C	-3	4%	8%	5%	-1%	-1%	-701%[inhibitor]	-4%	27
C[C@H]1CN([C@@H](C)CO)C(=O)c2cccc(NC(=O)C3CC3)c2O[C@H]1CN(C)C(=O)Nc1ccc2c(c1)OCO2	15	3%	-2%	-18%	-24%	-1%	?	-1%	-9
CC(C)C[C@@H](CNCC(=O)[C@H](Cc1c[nH]c2ccccc12)NC(=O)c1[nH]cnc1C(=O)N[C@@H](C)CN)NC(=O)c1nc[nH]c1C(=O)N[C@@H](CC(=O)O)C(=O)O	-32	0%	-14%	31%	-10%	-4%	-3%	5%	60
Cc1cccc(NS(=O)(=O)c2ccc(C(=O)NCC3(N4CCCCC4)CCCCC3)cc2)c1C	-6	-14%	?	0%	15%	?	?	-18%	-53*
Clc1ccc(-c2nnc(-c3ccccc3Cl)o2)cc1	-5	-1%	-7%	8%	9%	6%	0%	14%	10
OCC1OC(c2ccccc2)OC2COC(c3ccccc3)OC12 (stereo not given)	-5	0%	11%	0%	-1%	-8%	-3%	-5%	-4
Cc1nnc(SCc2cc(=O)n3[nH]cnc3n2)s1	-6	15%	12%	17%	7%[9.22 µM]	15%	0%	13%	-20
CCCCC(CC)C(=O)Nc1cc(C(=O)NCc2ccc(C)cc2)ccc1N1CCC2(CC1)CC(c1ccccc1)=NO2 (stereo not given)	-1	0%	13%	4%	2%	9%	-3%	-2%	-15
COc1ccc(NC(=O)c2cc3ccccc3o2)cc1S(=O)(=O)N1CCCCC1	3	-18%	-3%	-14%	?	-20%	?	-6%	-8
C[C@H]1CN([C@@H](C)CO)C(=O)CCCn2nncc2CO[C@@H]1CN(C)Cc1ccncc1	1	-7%	10%	9%	nt	2%	nt	-2%	-24
Cc1ccccc1-c1nc(CS(=O)(=O)CC(=O)N2CCOCC2)c(C)o1	-19	-5%	-2%	0%	1%	-1%	?	-8%	24
CC(=O)NCCc1nc2ccccc2n1CCOc1cccc(C)c1	-9	-16%	2%	0%	-1%	-5%	2%	-2%	4
CC(=O)N1CCc2cc(N=NC3=C(O)CCCC3=O)ccc21	-5	19%	?	25%	-2%	17%	-3%	15%	-7
Cc1snc(SCC(=O)c2ccc([N+](=O)[O-])cc2)c1C#N	0	1%	-12%	-25%	7%	?	-1%	-16%	-4
CCNCc1cc([N+](=O)[O-])ccc1OCC	-5	-1%	-15%	-10%	-3%	2%	17%	5%	-8
CC(C)C[C@@H]1COc2cccc(N3CCSCC3)c2S(=O)(=O)N1	5	9%	-1%	0%	nt	1%	nt	2%	15
COc1ccc(NC(=O)COC(=O)Cc2ccsc2)c(OC)c1	1	-3%	-1%	-2%	0%	2%	-1%	-2%	13

Taken from above:
Under IL-1B inflam inh, C[C@H]1CN([C@@H](C)CO)C(=O)c2cccc(NC(=O)C3CC3)c2O[C@H]1CN(C)C(=O)Nc1ccc2c(c1)OCO2 is entered as -9
Under HT1080 IDH1KD tx, CC(=O)c1ccc(OCC(=O)Nc2ccc3c(c2)OCO3)cc1 is entered as -21%

Copied from the entries so far for reference:
SMILES	D3 ag	KB-3-1 tox	HEK293 tox	KB-V1 MDR tox	MCF10A rerep	HT1080 IDH1KD tx	SW480 rereplic	HT1080-NT tox	IL-1B inflam inh
CCNCc1cc([N+](=O)[O-])ccc1OCC	-5	-1%	-15%	-10%	-3%	2%	17%	5%	-8
CC(C)C[C@@H]1COc2cccc(N3CCSCC3)c2S(=O)(=O)N1	5	9%	-1%	0%	nt	1%	nt	2%	15
COc1ccc(NC(=O)COC(=O)Cc2ccsc2)c(OC)c1	1	-3%	-1%	-2%	0%	2%	-1%	-2%	13

High-throughput results as filed in PubChem.

Rows were taken by chance; any-hit rate near 11%.
